From PubChem BioAssay
PfHsp90 yeast 2: growth inhibition of yeast expressing Plasmodium Hsp90; inhibition, % at 9.4 µM; S. cerevisiae expressing PfHsp90, BacTiter-Glo ATP, 48 h; yeast lacking PDR1 and PDR3 efflux regulators; AID 504621; 310,000 tested, 0.32% active;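 active means every replicate shows inhibition above about 80%, whatever the replicate mean, limit read from the data; inconclusive means mean inhibition reaches the set limit but some replicate falls short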;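 further: 0% = DMSO neutral controls and 100% = 20 µM radicicol positive controls; yeast relying on Plasmodium falciparum Hsp90 in place of its own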
cardiac RTF act: cardiac RTF calcium sensitization; P19429+P45379; IANBD-labeled TnC RTF fluorescence at EC20 calcium; 0% EC20 calcium, 100% full calcium; activation, % at 7.2 µM; 340,000 tested, 0.24% active; AID 493008;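 active means activation above the mean over all tested compounds plus 3 SD, cut at about 30% in these data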;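 further: rise in fluorescence read as greater calcium sensitivity of cardiac thin filaments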
LANA DNA inh: blocks KSHV LANA C-terminal domain binding to DNA. inhibition, % at 9 µM. AID 504423. 340,000 tested, 0.078% active. MBP-C-LANA/FAM-LBS DNA binding, fluorescence polarization;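 active means highest replicate inhibition at or above 60% at 9 µM, even if other replicates fall short; inactive means all replicates below 60% inhibition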;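 further: 0% = neutral control wells and 100% = 4 µM acridine orange control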
Cardiac RTF inh: cardiac RTF calcium desensitization; P19429+P45379; IANBD-labeled cardiac RTF, Ca2+ fluorescence; inhibition, % at 7.15 µM; 340,000 tested, 0.12% active; AID 493244;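 active means inhibition above the mean inhibition of all tested compounds plus 3 SD, cut at about 17% in these data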;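 further: assay run at fixed EC70 calcium of 1.6 mM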
CDK5 inh: inhibitors of human CDK5/p35 kinase. Q00535+Q15078. Recombinant CDK5/p35, ADP-Glo luminescence, 60 min. inhibition, % at 10 µM. 330,000 tested, 0.01% active;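 active means highest replicate inhibition of at least 50% and at least 75% of replicates reaching 50%; inconclusive means only one of the two criteria met; inactive means both criteria failed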;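 further: plate controls were DMSO neutral control for no effect and GW8510 at 10 µM for full effect; many of its hits are not listed in these tables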
dFosB act: activators of mouse delta FosB homodimer; P13346; purified delta FosB, TAMRA-CDK5 oligo fluorescence polarization; percent of positive-control signal above neutral wells; activation, % at 25 µM; 340,000 tested, 0.99% active;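 active means mean activation above about 17%, with every replicate also reaching it, limit read from the data, passing the limit was not always enough; inconclusive means only one of the two conditions met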;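 further: fluorescence polarization rise as delta FosB binds a TAMRA Cdk5 AP-1 oligo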
NSD2 inh: inhibitors of human histone methyltransferase NSD2; O96028; NSD2 peptide methylation, AlphaScreen, 120 min; inhibition, % at 12.5 µM; 310,000 tested, 0.54% active; AID 743445; in the data active means inhibition above about 50%
Target sequence (O96028 whole entry, looked up): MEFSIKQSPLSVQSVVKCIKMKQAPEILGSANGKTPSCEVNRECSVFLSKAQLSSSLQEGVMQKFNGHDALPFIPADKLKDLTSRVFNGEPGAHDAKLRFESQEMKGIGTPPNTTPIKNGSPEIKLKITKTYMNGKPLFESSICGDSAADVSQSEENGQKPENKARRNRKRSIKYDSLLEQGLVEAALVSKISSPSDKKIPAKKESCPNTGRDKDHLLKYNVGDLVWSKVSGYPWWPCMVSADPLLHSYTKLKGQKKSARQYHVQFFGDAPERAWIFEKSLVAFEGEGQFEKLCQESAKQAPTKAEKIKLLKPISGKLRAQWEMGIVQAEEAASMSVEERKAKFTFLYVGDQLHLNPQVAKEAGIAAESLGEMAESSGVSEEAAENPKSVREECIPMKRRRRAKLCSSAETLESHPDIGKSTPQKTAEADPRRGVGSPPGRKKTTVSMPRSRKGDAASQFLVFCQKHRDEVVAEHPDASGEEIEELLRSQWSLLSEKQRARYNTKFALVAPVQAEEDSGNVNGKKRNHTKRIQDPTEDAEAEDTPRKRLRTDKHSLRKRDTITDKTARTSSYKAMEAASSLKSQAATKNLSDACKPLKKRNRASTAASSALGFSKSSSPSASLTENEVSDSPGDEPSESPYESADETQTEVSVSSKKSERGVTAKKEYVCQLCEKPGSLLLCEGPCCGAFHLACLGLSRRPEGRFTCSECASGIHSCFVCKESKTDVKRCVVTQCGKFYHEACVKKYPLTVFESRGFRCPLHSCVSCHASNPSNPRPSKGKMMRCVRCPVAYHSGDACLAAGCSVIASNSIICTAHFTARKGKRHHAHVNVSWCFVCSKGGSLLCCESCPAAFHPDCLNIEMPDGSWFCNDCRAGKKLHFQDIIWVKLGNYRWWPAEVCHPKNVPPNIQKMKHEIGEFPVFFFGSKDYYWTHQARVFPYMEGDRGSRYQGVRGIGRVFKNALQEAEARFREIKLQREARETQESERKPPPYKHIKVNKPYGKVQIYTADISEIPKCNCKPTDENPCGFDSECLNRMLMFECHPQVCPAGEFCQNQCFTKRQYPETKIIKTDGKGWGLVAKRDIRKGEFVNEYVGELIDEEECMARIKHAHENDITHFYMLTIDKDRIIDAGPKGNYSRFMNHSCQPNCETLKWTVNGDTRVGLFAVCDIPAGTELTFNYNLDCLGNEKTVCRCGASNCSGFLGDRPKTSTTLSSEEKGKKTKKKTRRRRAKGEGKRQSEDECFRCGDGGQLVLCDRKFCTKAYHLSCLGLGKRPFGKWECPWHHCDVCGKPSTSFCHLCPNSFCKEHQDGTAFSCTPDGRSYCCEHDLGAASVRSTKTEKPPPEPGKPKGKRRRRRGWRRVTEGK
PvdQ inh: P. aeruginosa PvdQ acylase inhibition. purified PvdQ acylase, fluorescence plate reader. inhibition, % at 10 µM. 340,000 tested, 0.063% active. AID 488965; in the data active means inhibition above about 30%, passing the limit was not always enough; inconclusive means no clear call, values can overlap the other calls;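 further: 0% = vehicle neutral wells and 100% = reference inhibitor wells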
Mot1-301 SUMO: SUMOylation pathway inhibition by Mot1-301 growth rescue | 320,000 tested, 1% active | S. cerevisiae Mot1-301 growth rescue, ATP luminescence, 38.5C; percent above DMSO median, 100 means doubled | growth rescue, % at 18.8 µM;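 active means every valid replicate shows activation above 250% relative to neutral control wells; inactive means the rest, any valid replicate at or below 250%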;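 further: OY570 slx delta 5 strain wells were the positive control but not used for scaling; some compounds called inactive have numbers as strong as hits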
Rtt109 HAT inh: C. albicans Rtt109 histone acetyltransferase inhibition; 330,000 tested, 0.16% active; purified Rtt109/Vps75, ThioGlo CoA-SH fluorescence, 4 h; Q5AAJ8; inhibition, % at 34.9 µM; AID 540336;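 active means inhibition of at least 50% in every replicate; inconclusive means best replicate reaches 50% inhibition but some replicates fall short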
Keap1-Nrf2 PPI: inhibitors of human Keap1-Nrf2 protein-protein interaction; Q14145; Keap1 Kelch-Nrf2 peptide fluorescence polarization, 1536-well; inhibition, % at 9.4 µM; 340,000 tested, 0.15% active; in the data active means inhibition above about 12%; inconclusive means no clear call, values can overlap the other calls; inactive means below about 7.3%;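 further: human Keap1 Kelch domain with fluorescein labeled Nrf2 9mer peptide probe; 0% = neutral control wells and 100% = peptide positive control; higher means more block of Keap1 binding to Nrf2 peptide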
Numbers without * were called inactive; ? = inconclusive; / = no result given.

SMILES	PfHsp90 yeast 2	cardiac RTF act	LANA DNA inh	Cardiac RTF inh	CDK5 inh	dFosB act	NSD2 inh	PvdQ inh	Mot1-301 SUMO	Rtt109 HAT inh	Keap1-Nrf2 PPI
CCOc1ccccc1-n1c(=S)sc2c(=O)n(-c3ccc(C)cc3)c(=S)[nH]c21	-17	0	0.5	-7	-1.7	-12	/	-13	-19	-4	4
O=C(Nc1ccccc1-c1ccccc1)c1ccc(NC(=O)c2ccco2)cc1	-6	6	-0.7	1	-2.4	-11	8	-7	/	0	0
CCOc1ccc(OCCC(=O)OCC(=O)Nc2ccc3c(c2)OCO3)cc1	-14	-8	0.9	1	0.2	-9	1	1	102	0	2
Cc1ccc(NC(=O)Cn2nc(C)c([N+](=O)[O-])c2C)cc1Cl	/	-2	0.0	1	2.0	28*	4	-4	/	-2	2
CCOc1ccccc1/C=C/c1onc(C)c1S(=O)(=O)N1CCC(C(=O)N(CC)CC)CC1	-9	-5	2.2	-3	1.0	-18	5	-7	5	6	1
O=[N+]([O-])c1cnccc1Nc1ccc(F)cc1	1	6	-0.1	-9	-0.5	-2	2	-3	-15	4	-3
O=C(CC(Nc1cccc(Cl)c1Cl)C(=O)O)c1ccccc1 (configuration not stated)	7	3	-2.0	-5	-0.8	2	-1	-13	-7	10	-2
C/C(=C/c1ccccc1)C(=O)N1CCC(C)CC1	12	11	-1.4	-9	-2.7	-12	-2	-4	-1	-7	-3
CC1CCC2(CC1)NC(=O)N(CC(=O)N1CCc3ccccc3C1)C2=O (configuration not stated)	-22	-1	-2.0	2	-0.3	-7	-4	-19	25	-4	3
CCOC(=O)C1C(=O)NC(N2CCN(Cc3ccccc3)CC2)=NC1c1ccccc1 (configuration not stated)	/	-7	1.4	-2	0.2	-8	-2	-1	-15	2	2
CC(C(=O)N1CCN(c2ccc([N+](=O)[O-])cc2)CC1)N1C(=O)C2CC=CCC2C1=O (configuration not stated)	-3	1	0.8	0	-0.5	-4	0	-2	-12	16	1
CCc1nnc(NC(=O)CSc2nnc(CNc3ccc(OC)cc3)n2CC)s1	17	1	-0.4	2	-0.4	-9	1	5	-12	/	-1
C=CCn1c(SCC(=O)c2cc(C)n(CCOC)c2C)nc2sc(C)c(C)c2c1=O	13	-1	2.3	-10	-1.5	-3	0	-10	26	-34	-1
Cc1ccccc1CNC(=O)C1CCC(=O)N(Cc2cccc(F)c2)C1 (configuration not stated)	10	-1	1.4	-5	-1.1	-5	1	-2	146	6	-2
Cn1c(CNC(=O)CCNC(=O)c2cccc(Br)c2)cc(=O)n(C)c1=O	0	2	5.5	-2	-1.0	-1	-2	14	45	5	1
O=C(/C=C/c1ccccc1Cl)Nn1cnc2ccccc2c1=O	12	-4	-0.7	-27	0.9	-2	/	1	28	/	-4
O=C(Nc1ncc2c(n1)-c1ccccc1CC2)c1ccc(Cl)cc1	/	0	0.1	-3	1.8	-7	2	-10	220	-3	2
Cc1cc(C)c(S(=O)(=O)N2CCCc3ccccc32)c(C)c1	15	-9	0.0	-7	-1.9	-5	-2	-13	131	5	1
Cc1cc(C(=O)NCC(=O)O)c(C)o1	5	5	-0.9	-6	1.2	1	0	23	0	-1	2
CC(C)CCNC(=O)C(=O)Nc1cc2c3c(c1)CC(=O)N3CCC2	16	4	-0.6	-3	0.7	-5	-6	-7	4	-10	0
COCCn1nnnc1C(CC(C)C)N1CCN(c2cccc(OC)c2)CC1 (configuration not stated)	/	1	0.1	2	2.9	0	6	-3	/	33	-1
Nn1cc(-c2ccccc2)nc1SCC(=O)Nc1ccc2c(c1)OCO2	0	3	-0.7	-20	-0.8	-8	5	-19	-5	1	-3
CC(C)c1ccc(NC(=O)C(c2ccccc2)N(C)C(=O)CCc2c[nH]c3ccccc23)cc1 (configuration not stated)	3	-7	-1.2	-2	1.6	-3	/	-5	-14	9	0
CCCCC(=O)Nc1ccc2oc(-c3ccncc3)nc2c1	/	5	4.4	2	-0.9	-17	-2	2	116	-7	-1
CCc1ccc(C2NC(=S)NC3=C2C(=O)CC(C)(C)C3)cc1 (configuration not stated)	-4	-3	-0.2	-8	-1.8	-1	-1	-14	20	8	-3
Cn1ncc2c(NCc3ccccc3)ncnc21	6	6	0.5	-11	0.8	5	1	-7	5	-3	1
CCC(=O)Nc1ccc2c(c1)N(C(C)=O)c1ccccc1CC2	-19	-4	-0.3	3	1.6	-4	1	-7	347	-1	2
COc1cccc(CN(C)C(=O)c2cc(S(=O)(=O)NCc3ccccc3)ccc2C)c1OC	-14	-6	0.5	-6	0.7	-8	-1	-10	-11	7	4
O=C1Cc2ccccc2C(c2ccc(Br)cc2)N1 (configuration not stated)	23	3	0.2	-2	1.7	1	1	-13	11	-11	-3
COc1ccc2c(c1)[nH]c1c(=O)n(CCN(C)C)cnc12	12	-10	-4.2	8	-0.7	9	-6	4	0	2	-1
CCOC(=O)[C@@H]1CSCCS(=O)(=O)N1	28	1	-4.3	3	0.9	6	/	-7	/	3	0
CC(C)(C)n1cnnc1Sc1ncccc1[N+](=O)[O-]	-10	-2	-0.9	-6	0.4	6	-1	2	-18	4	-2
CC(=O)Nc1ccc(OCC(=O)N2CCc3ccccc3C2)cc1	6	-2	-1.2	-6	0.3	-5	-1	0	30	-5	-1
COc1cc(/C=N/NC(=O)CCc2n[nH]c(=O)[nH]c2=O)ccc1O	-26	-1	-0.9	-5	-0.2	7	1	-5	2	-6	3
O=C(Nc1ccc(Br)cc1)C1CCN(C(=O)c2ccc(F)cc2)CC1	3	-4	0.6	-4	0.8	-12	-1	0	-2	11	9
CS(=O)(=O)N(CC(=O)NCc1ccc2c(c1)OCO2)C1CCCCC1	9	-1	-1.6	6	-0.2	-8	1	1	-2	0	1
Cc1cc(C)nc(SCc2ccc(C(=O)NN=C3CCCC3)cc2)n1	-17	3	0.4	-9	0.8	4	-1	-8	16	3	-5
O=S(=O)(NC1CC1)c1ccc(S(=O)(=O)N2CCCC3(CCCCC3)C2)cc1	15	2	2.9	-3	-1.9	16*	/	-6	152	5	-2
CC(C)[C@@H](NC(=O)C1CCC(CNC(=O)[C@H](Cc2ccccc2)NC(=O)OC(C)(C)C)CC1)C(=O)O (some centres not stated)	14	1	-0.9	-4	0.6	-4	-2	11	-10	-5	-1
COc1ccc(C2=C(Nc3ccc(F)cc3)c3ccccc3C2=O)cc1	18	-3	0.1	-5	-1.8	-2	-2	-15	-10	-14	-1
COCCn1c(-c2ccc(-c3ccccc3Cl)o2)nc2c1c(=O)[nH]c(=O)n2CC(C)C	51	-3	1.4	4	-0.2	7	-2	-37	1	0	-5
Cc1ccccc1-c1nc(S(=O)(=O)c2ccccc2)c(N2CCCC2)o1	9	-1	-0.3	-8	-0.6	0	-4	-1	9	-2	-8
COc1ccc2c(c1OC)C(=O)N(c1cccc(/C=C/C(=O)O)c1)C2	53	-4	-2.3	-13	-1.1	-22	-3	-8	-11	-2	-4
CCc1nnc(NC(=O)c2ccc3c(=O)n4c(nc3c2)CCCCC4)s1	-1	1	-0.9	-3	-1.5	-19	-2	-2	106	8	1
C/C(=N\NC(=O)c1cc(C(C)C)[nH]n1)c1ccco1	4	-7	-0.4	4	2.3	1	-1	-1	28	-2	1
O=C(COC(=O)CC1c2ccccc2CCN1S(=O)(=O)c1ccc(F)cc1)Nc1ccccc1 (configuration not stated)	8	4	-2.5	-4	-1.3	-6	1	-10	-15	-8	-3
CCCc1nc2sc3c(c2c(=O)n1NC(=O)CCC(=O)O)CCCC3	-9	-2	-0.9	-8	-1.1	-3	0	-11	-13	-15	4
CC(C)(C)NS(=O)(=O)c1ccc(CCC(=O)N2CCOCC2)cc1	4	-7	0.0	-3	-0.8	4	3	-12	-5	-25	-4
CCOC(=O)CSC1=C(C#N)C(C)C2=C(CCCC2=O)N1 (configuration not stated)	4	-1	-0.3	0	2.5	2	-1	-13	-1	2	-4
COc1ccc(CNC(=O)C2CCN(S(=O)(=O)c3ccc4c(c3)CC(C)N4C(=O)C3CC3)CC2)cc1 (configuration not stated)	10	-5	-0.5	-10	1.2	-6	-4	-17	-9	3	3
Further records
SMILES	PfHsp90 yeast 2	cardiac RTF act	LANA DNA inh	Cardiac RTF inh	CDK5 inh	dFosB act	NSD2 inh	PvdQ inh	Mot1-301 SUMO	Rtt109 HAT inh	Keap1-Nrf2 PPI
CCOc1ccc(-c2csc(N)c2C(=O)OC)cc1	8	5	1.2	-8	1.4	-4	5	-22	-12	7	2
COc1ccc(-c2nn(-c3ccccc3)cc2/C=N/n2cnnc2)cc1OC	-4	3	-1.2	-1	1.4	-11	2	-9	-2	?	3
COc1cc(SC)ccc1C(=O)Nc1cccc(C)n1	9	-1	-0.5	-2	-0.5	-18	3	-12	/	5	-5
CCCN(Cc1nnc(-c2ccccc2Cl)o1)C(=O)COc1ccc(Cl)cc1	-30	1	-0.9	-4	1.1	-9	-2	-7	8	5	1
COc1ccc(N2C(=O)CS/C2=N\C(=S)Nc2ccccc2)cc1	-1	10	-0.5	-3	-0.5	1	-3	-27	26	-2	-3
Cc1nn(C)c(C)c1S(=O)(=O)N1CCC(C(=O)NCCC2=CCCCC2)CC1	-9	6	-0.4	-10	0.7	-2	/	11	0	3	1
CCCCC(=O)NCCc1ccc(OC)cc1	3	8	-0.2	4	-0.6	-2	3	-6	-18	-8	1
COc1cc(C#N)ccc1OCC(=O)N1CCc2ccccc2C1	-2	-3	-0.7	-3	-1.8	-7	0	5	-5	8	1
CCOC(=O)c1c(C)[nH]c(C(=O)COC(=O)CN2C(=O)C3CCCCC3C2=O)c1C (configuration not stated)	10	0	-1.6	-3	-0.7	-3	0	6	7	1	-4
O/N=C/c1cn(-c2ccccc2)nc1-c1ccc2c(c1)OCCO2	-16	0	1.3	0	-1.0	-10	0	8	206	11	-6
Cc1c(S(=O)(=O)N2CCc3ccccc3C2)c(=O)n(C)c(=O)n1C	19	11	-1.0	3	1.9	0	/	10	3	4	-1
COc1cc(OC)cc(C(=O)NC(=S)Nc2nnn(C)n2)c1	8	-6	1.3	1	0.6	-6	-3	6	-2	1	3
Cc1cc(C(=O)NNC(=S)NC(=O)/C=C/c2ccccc2Cl)n[nH]1	/	7	-0.5	0	-2.1	-13	3	3	0	/	1
N#Cc1ccccc1NC(=O)CSc1nnc(-c2ccc(F)cc2)n1-c1ccccc1	0	-6	-0.8	-7	0.1	-6	-1	1	/	-3	1
Cc1noc(C)c1CSCC(=O)N(C)CC(=O)Nc1ccc(Cl)cc1	-21	-2	-0.2	1	-1.9	-8	-5	-11	24	0	0

This is a random part of the collection; 3.2% or so of the library scored in one or more.
